Screening results deposited in PubChem BioAssay by Broad Institute.
BL2 CD40 inh – inhibitors of CD40-induced NF-kB signaling, primary screen, BL2 cells, luciferase reporter, single point. CD40L-induced, 4 h. inhibition, % at 10 µM. 83,000 tested, 0.94% active. AID 1053188, 2014;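 active = mean inhibition of at least 50% with a set share of replicates also reaching that level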;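 also: 0% = neutral control wells and 100% = IKK inhibitor VII at 50 µM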
* hit, by the source's call; & = joins results of further samples; [ ] = another dose, or the depositor's remark. Some of the compounds tested; rates above refer to the full screens.

Cc1[nH]c2c(C(F)(F)F)cccc2c1CCN was read as BL2 CD40 inh 16.
Screening COC(=O)C1=C(C)NC(=S)NC1c1ccc(N(CCCl)CCCl)cc1Cl (centres undefined) returned BL2 CD40 inh 2.
For CN(C)C(=O)Oc1ccnc2cc(Cl)ccc12 the results were BL2 CD40 inh 12.
Screening N#CCCn1cc(C(=O)Nc2ccc(F)cc2)c(-c2ccc([N+](=O)[O-])cc2)n1 returned BL2 CD40 inh 1.
`O=C(O)c1ccc([N+](=O)[O-])c([N+](=O)[O-])c1` gave BL2 CD40 inh 7.
`COc1ccc(CN2CC3CC(C2)c2cccc(=O)n2C3)cc1OC` (centres undefined) gave BL2 CD40 inh 18.
COc1ccc(/C=C/C2=CCN(C)CC2)cc1 was read as BL2 CD40 inh -25.
C=C1C2C[C@@]3([C@@H]1O)[C@@H](C[C@@H]2O)[C@@]12C4[C@@H]3C[C@@H]1[C@@](C)(CC[C@@H]2O)CN4CC was read as BL2 CD40 inh 9.
Nc1c2c(nc3ccccc13)CCN(Cc1ccccc1)C2 was read as BL2 CD40 inh -3.
Nc1ccc2ccccc2c1 was read as BL2 CD40 inh -26.

Overlap with the part before: 2 compounds; new compounds follow.
Nc1c2c(nc3ccccc13)CCN(Cc1ccccc1)C2 was read as BL2 CD40 inh -3.
Nc1ccc2ccccc2c1 was read as BL2 CD40 inh -26.
`O=C1NC(c2cc3ccccc3nc2Cl)Nc2ccccc21` (centres undefined) gave BL2 CD40 inh 8.
Screening C/C=C/c1ccc(C2[C@@H]3CN(Cc4cocn4)C[C@H]2N3)cc1 (some centres undefined) returned BL2 CD40 inh -7[25 µM].
Screening c1cc(CCN2CCCC2)ccn1 returned BL2 CD40 inh 5.
O=C(Cc1ccncc1)N1CCCCN2[C@@H](CO)[C@@H](c3ccc(-c4ccncc4)cc3)[C@@H]2C1 was read as BL2 CD40 inh -5[25 µM].
For C[C@@H]1CN([C@H](C)CO)C(=O)CCCn2cc(nn2)CO[C@@H]1CN(C)C(=O)Oc1ccc2ccccc2c1 the results were BL2 CD40 inh 4[25 µM].
`CC(=O)c1ccc(NC2=NCCCS2)cc1` gave BL2 CD40 inh -19.
`CCN(CC)C(=O)c1ccc(NC(=O)CSc2nnnn2-c2cc(OC)ccc2OC)cc1` gave BL2 CD40 inh -1.
CCN(C=C1CC2C3CC=C4CC(O)CCC4(C)C3CCC2(C)C1=O)CC (centres undefined) was read as BL2 CD40 inh 5.
NCCc1c[nH]c2ccc(F)cc12 was read as BL2 CD40 inh -21.
`CN(C)C(=O)Oc1ccc2ccccc2c1Cl` gave BL2 CD40 inh -22.
Screening CSc1cccc(NP2(=O)OCC(C)([N+](=O)[O-])CO2)c1 (centres undefined) returned BL2 CD40 inh -6.
NC(CC(=O)O)C1CCCCC1 (centres undefined) was read as BL2 CD40 inh 6.
`CC(C)N=C(NC(C)C)N1CC1` gave BL2 CD40 inh 8.
CN(c1ccccc1)P(=O)(N1CC1)N1CC1 was read as BL2 CD40 inh 8.
Screening CCCCOC1OCN(C2CCCCC2)CC1(C)C (centres undefined) returned BL2 CD40 inh 14.
Screening Cc1nn(Cc2ccccc2)c(Cl)c1C(=O)OCC(=O)N1CCCC1 returned BL2 CD40 inh 8.
For Nc1ccc([As](=O)(O)O)cc1 the results were BL2 CD40 inh -15.
CN(C)C(=O)Oc1ccc(Cl)c2ccccc12 was read as BL2 CD40 inh 13.
Screening N/C(=N\[N+](=O)[O-])N1CCN(C(=O)OC2CCCC2)CC1 returned BL2 CD40 inh 5.
Screening COC(=O)[C@H]1[C@H](CO)[C@H]2Cn3c(ccc(-c4ccc(F)cc4)c3=O)[C@@H]1N2C(C)=O returned BL2 CD40 inh 8[25 µM].
`CC(C)(C)c1ccccc1O` gave BL2 CD40 inh 3.
`C=C(C)CN1CC[C@]23c4c5ccc(O)c4O[C@H]2c2[nH]c4ccccc4c2C[C@@]3(O)C1C5` gave BL2 CD40 inh 39[25 µM].
Screening O=C1NC(=O)c2c1c1c3ccccc3[nH]c1c1[nH]c3ccccc3c21 returned BL2 CD40 inh 69*[25 µM].
C/C=C/c1ccc(C2[C@@H]3CN(Cc4cccc(F)c4)C[C@H]2N3)cc1 (some centres undefined) was read as BL2 CD40 inh 9&1.
Cc1cccc(S(=O)(=O)N2[C@@H]3c4ccc(-c5ccc(F)cc5)c(=O)n4C[C@H]2[C@H](CO)[C@H]3C(=O)O)c1 was read as BL2 CD40 inh -1[25 µM].
`COc1cc2[nH]c(=O)n(-c3ccccc3)c(=O)c2cc1OC` gave BL2 CD40 inh 16.
For CN1C(=O)N(C)C(=O)C2(Cc3c(ccc4ccccc34)N(C)C2)C1=O the results were BL2 CD40 inh 0.
For O=C(c1ccc(Br)cc1)C12CN3CN(CN(C3)C1)C2 the results were BL2 CD40 inh -3.
Screening Cn1nnc(CC[N+](C)(C)C)n1 returned BL2 CD40 inh 9.
`Nc1ccc(N=Nc2ccccc2)cc1` gave BL2 CD40 inh -62.
O=C([C@@H]1N[C@@H]2c3cccc(=O)n3C[C@@H]2[C@H]1CO)N1CCCCC1 was read as BL2 CD40 inh 4[25 µM].
COc1ccc2nc3c(C)n(C)ccc-3c2c1 was read as BL2 CD40 inh 0.
`CCC(CO)NC(=O)C1C=C2c3cccc4[nH]cc(c34)CC2N(C)C1` (centres undefined) gave BL2 CD40 inh -2[25 µM].
`C[C@H]1CN([C@@H](C)CO)C(=O)CCCn2cc(nn2)CO[C@@H]1CN(C)C(=O)Oc1cccc2ccccc12` gave BL2 CD40 inh -6[25 µM].
CSc1ccc(C(=O)C2CCCN(Cc3cc4ccccc4[nH]3)C2)cc1 (centres undefined) was read as BL2 CD40 inh -3.
`O=C(COc1ccccc1)NCCc1cnc[nH]1` gave BL2 CD40 inh 4.
`NNC(=O)c1ccc(Cl)cc1` gave BL2 CD40 inh -104.
Cc1nn(CC(C)C)c(Cl)c1C(=O)NC1CCCC1 was read as BL2 CD40 inh 5.
Clc1ccc(COC(Cn2ccnc2)c2ccc(Cl)cc2Cl)c(Cl)c1 (centres undefined) was read as BL2 CD40 inh 28.
For O=C(O)C1C2c3ccccc3C(O)C1(C(=O)O)c1ccccc12 (centres undefined) the results were BL2 CD40 inh 6.
Screening O=C(O)C[C@@H]1CC[C@H]2NC[C@H](O)COC[C@@H]2O1 returned BL2 CD40 inh 0[25 µM].
`CC1=C2CCC3C(CCC4=CC(=O)CCC43C)C2CC1` (centres undefined) gave BL2 CD40 inh 13.
CCN(CC)P(=O)(/C=C(\Cl)c1ccccc1)/C=C(\Cl)c1ccccc1 was read as BL2 CD40 inh -1.
`O=C(CN1CCCC1)Nc1ccc(Cl)cc1C(=O)c1ccccc1` gave BL2 CD40 inh 3.
Screening Clc1ccc(CSC(Cn2ccnc2)c2ccc(Cl)cc2Cl)cc1 (centres undefined) returned BL2 CD40 inh 49*.
Screening O=[N+]([O-])c1ccc(N2CCOCC2)c2c1no[n+]2[O-] returned BL2 CD40 inh 86*.
`O=C(c1ccc(CNS(=O)(=O)c2ccccc2)cc1)N1CCC2(CC1)OCCO2` gave BL2 CD40 inh 10.
Screening O=C(c1cccc(N2CCCC2=O)c1)N1CCC2(CC1)OCCO2 returned BL2 CD40 inh 28.
Screening C#CC(CC)(CC)NC(=O)Nc1ccc(OCC)cc1 returned BL2 CD40 inh -25.
CCC1(NS(=O)(=O)c2ccc(N)cc2)C(=O)N(C)C(=O)N(C)C1=O was read as BL2 CD40 inh 15.
`CCCN(CCC)CCc1c[nH]c2ccc(C(N)=O)cc12` gave BL2 CD40 inh -13[25 µM].
For COc1ccc(C(=O)CC(c2ccc3c(c2)OCO3)c2c(O)c3ccccc3oc2=O)cc1OC (centres undefined) the results were BL2 CD40 inh -9.
Screening CCN1CCC2(CC1)NC(=O)c1ccccc1O2 returned BL2 CD40 inh 14.
`Cc1cc(C(=O)N2CCC3(CC2)OCCO3)cs1` gave BL2 CD40 inh 10.
CC(=O)NNC(=O)CN1C(=O)CN=C(c2ccccc2)c2cc(Br)ccc21 was read as BL2 CD40 inh 8.
`CCc1nc(N2CCNCC2)c(C#N)c2c1CSC(C)(C)C2` gave BL2 CD40 inh 5.
C[C@]12CCC3C(CC[C@H]4C[C@@H](O)CC[C@]34C)[C@H]1C=CC2=O (some centres undefined) was read as BL2 CD40 inh 4.
`CCN1CCC2(CC1)NC(CO)(CO)CO2` gave BL2 CD40 inh 3.
Screening C=Cn1ccnc1P(O)(=S)c1nc(C)c(CCOC(C)=O)s1 (centres undefined) returned BL2 CD40 inh 18.
For CC12CCC3C(CCC4CC(=O)CCC43C)C1CC(=NO)C2=O (centres undefined) the results were BL2 CD40 inh 5.
`CCC1CN1P1(=O)OCC(C)([N+](=O)[O-])CO1` (centres undefined) gave BL2 CD40 inh -1.
Screening NC1CC2CCCCC2CC1(O)c1ccccc1 (centres undefined) returned BL2 CD40 inh 0.
Screening COc1ccc(-c2nn(CCC#N)cc2C(=O)O)cc1 returned BL2 CD40 inh 1.
`CC1=C(O)C(=O)C=C2C1=CC=C1C2(C)CCC2(C)C3CC(C)(C(=O)O)CCC3(C)CCC12C` (centres undefined) gave BL2 CD40 inh 110*.
For Cc1ccc(OC(=O)N(C)C[C@H]2OCc3ccccc3-c3c(n(C)c4ccccc34)C(=O)N([C@H](C)CO)C[C@@H]2C)cc1 the results were BL2 CD40 inh 21[25 µM].
Screening O=C(c1ccc(N2CCCCC2)c([N+](=O)[O-])c1)N1CCC2(CC1)OCCO2 returned BL2 CD40 inh 6.
Screening CN1C2CCC1CC(OC(c1ccccc1)c1ccccc1N)C2 (centres undefined) returned BL2 CD40 inh 3.
Screening CC[N+]1(C)CCCC(OC(=O)C(O)(c2ccccc2)c2ccccc2)C1 (centres undefined) returned BL2 CD40 inh 5.
`O=C(c1cccs1)C1CN2CCC1CC2` (centres undefined) gave BL2 CD40 inh 3.
For C/C=C/c1ccc([C@@H]2[C@H]3CN(C(=O)Cc4cccnc4)CCCCN3[C@H]2CO)cc1 the results were BL2 CD40 inh -9[25 µM].
For CC12CNCC(C)(CNC1)C2O (centres undefined) the results were BL2 CD40 inh 6.
Screening Cn1cc(C=C(C#N)C#N)c2ccccc21 returned BL2 CD40 inh 1.
For CC(C)[C@H]1CC2C3CC=C4C[C@@H](O)CC[C@]4(C)C3CC[C@]2(C)[C@H]1O (some centres undefined) the results were BL2 CD40 inh 10.
Screening OC(COCc1ccc(Cl)cc1)CN1CC=C(c2ccccc2)CC1 (centres undefined) returned BL2 CD40 inh 1.
Screening CCCCC(CC)CNCC(O)c1ccccc1 (centres undefined) returned BL2 CD40 inh 1.
For CC(C)C(=O)Nc1ccc(S(=O)(=O)N2CC3CC(C2)c2cccc(=O)n2C3)cc1 (centres undefined) the results were BL2 CD40 inh 3.
`C[N+]1(CC2COC(c3ccco3)O2)CCCCC1` (centres undefined) gave BL2 CD40 inh 21.
`CC1NCCC2(O)CCCCC12` (centres undefined) gave BL2 CD40 inh 0.
CS(=O)(=O)N1CC2NC(C1)C2c1ccc(Br)cc1 (centres undefined) was read as BL2 CD40 inh -5.
Screening COC(=O)c1ccc(NC(=O)NC(=O)Oc2ccccc2)cc1 returned BL2 CD40 inh 3.
Screening C[N+]12CCC(CC1)C(C#N)(N1CCOCC1)C2 (centres undefined) returned BL2 CD40 inh 2.
Screening CCCCc1ccc2[nH]cc(CCN)c2c1 returned BL2 CD40 inh 2.
O=C(C1CCN(S(=O)(=O)c2ccccc2)CC1)N1CCC2(CC1)OCCO2 was read as BL2 CD40 inh 7.
Screening O=C(Cn1cc(C(=O)c2ccccc2F)c2ccccc21)NC1CC1 returned BL2 CD40 inh -4.
COP(=S)(OC)SCn1nnc2ccccc2c1=O was read as BL2 CD40 inh 13.
COC(=O)[C@@H]1[C@@H](CO)[C@@H]2Cn3c(ccc(/C=C/c4ccccc4)c3=O)[C@H]1N2CC1CCCC1 was read as BL2 CD40 inh 16[25 µM].
For Cc1nn(Cc2ccccc2)c(C)c1C(=O)OCC(=O)Nc1cc(S(C)(=O)=O)ccc1Cl the results were BL2 CD40 inh 2.
OC[C@@H]1Nc2ccc(C#Cc3cccnc3)cc2[C@@H]2NCC[C@H]12 was read as BL2 CD40 inh -2[25 µM].
Screening CN(C)C(Cc1ccccc1)C(=O)c1c[nH]c2ccccc12 (centres undefined) returned BL2 CD40 inh -57.
CC(C)Oc1cccc(C(=O)C2CCCN(C3CCOCC3)C2)c1 (centres undefined) was read as BL2 CD40 inh 11.

Among those listed so far, these have a Cl atom.
Screening COC(=O)C1=C(C)NC(=S)NC1c1ccc(N(CCCl)CCCl)cc1Cl (centres undefined) returned BL2 CD40 inh 2.
For CN(C)C(=O)Oc1ccnc2cc(Cl)ccc12 the results were BL2 CD40 inh 12.
`O=C1NC(c2cc3ccccc3nc2Cl)Nc2ccccc21` (centres undefined) gave BL2 CD40 inh 8.
`CN(C)C(=O)Oc1ccc2ccccc2c1Cl` gave BL2 CD40 inh -22.
Screening Cc1nn(Cc2ccccc2)c(Cl)c1C(=O)OCC(=O)N1CCCC1 returned BL2 CD40 inh 8.
CN(C)C(=O)Oc1ccc(Cl)c2ccccc12 was read as BL2 CD40 inh 13.
`NNC(=O)c1ccc(Cl)cc1` gave BL2 CD40 inh -104.
Cc1nn(CC(C)C)c(Cl)c1C(=O)NC1CCCC1 was read as BL2 CD40 inh 5.
Clc1ccc(COC(Cn2ccnc2)c2ccc(Cl)cc2Cl)c(Cl)c1 (centres undefined) was read as BL2 CD40 inh 28.
CCN(CC)P(=O)(/C=C(\Cl)c1ccccc1)/C=C(\Cl)c1ccccc1 was read as BL2 CD40 inh -1.
`O=C(CN1CCCC1)Nc1ccc(Cl)cc1C(=O)c1ccccc1` gave BL2 CD40 inh 3.
Screening Clc1ccc(CSC(Cn2ccnc2)c2ccc(Cl)cc2Cl)cc1 (centres undefined) returned BL2 CD40 inh 49*.
Screening OC(COCc1ccc(Cl)cc1)CN1CC=C(c2ccccc2)CC1 (centres undefined) returned BL2 CD40 inh 1.
For Cc1nn(Cc2ccccc2)c(C)c1C(=O)OCC(=O)Nc1cc(S(C)(=O)=O)ccc1Cl the results were BL2 CD40 inh 2.
